USP2a inh: inhibitors of human ubiquitin-specific protease USP2a; O75604; USP2 core, Ub-CHOP2 coupled fluorogenic reporter, 485/531; Potency, µM (doses to about 38.3 µM), inactives show top-dose activity change, negative = inhibition, most hits filed as inhibitors; hit rate 0.01% among 330,000;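 further: potency means the concentration at half of the fitted maximal effect; plate controls were DMSO wells for no effect and full inhibition by NEM control for full effect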
Target sequence (O75604 whole entry, looked up): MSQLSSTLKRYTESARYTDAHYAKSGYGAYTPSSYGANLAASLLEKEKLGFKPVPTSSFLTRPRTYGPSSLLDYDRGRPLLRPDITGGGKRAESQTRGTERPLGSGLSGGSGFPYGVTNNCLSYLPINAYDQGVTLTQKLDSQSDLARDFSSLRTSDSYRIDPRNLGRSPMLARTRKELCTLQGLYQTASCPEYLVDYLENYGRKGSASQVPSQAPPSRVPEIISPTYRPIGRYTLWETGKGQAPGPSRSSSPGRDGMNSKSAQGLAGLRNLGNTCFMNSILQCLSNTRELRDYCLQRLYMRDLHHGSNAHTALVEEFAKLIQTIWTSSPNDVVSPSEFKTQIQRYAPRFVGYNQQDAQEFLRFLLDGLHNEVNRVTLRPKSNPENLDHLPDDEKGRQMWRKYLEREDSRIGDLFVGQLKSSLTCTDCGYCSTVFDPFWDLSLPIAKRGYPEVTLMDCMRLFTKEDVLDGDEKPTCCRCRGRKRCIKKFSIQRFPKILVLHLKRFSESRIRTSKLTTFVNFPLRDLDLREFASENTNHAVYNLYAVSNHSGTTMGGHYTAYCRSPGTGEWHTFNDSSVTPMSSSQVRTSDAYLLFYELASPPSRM
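Deubiquitinase activity read as fluorescence (485/531 nm) after Ub-CHOP2 cleavage activates the enterokinase reporter on its substrate; USP2 core 10nM, Ub-CHOP2 and substrate 25nM each, 30min compound preincubation then 60min RT; data normalized to NEM, curves fitted.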
A-T KAP1 phos: candidate therapy for ataxia-telangiectasia; AID 485349; […] A-T fibroblasts, KAP-1 phosphorylation AlphaLISA; neocarzinostatin DNA damage 30 min before lysis; Potency, µM (top dose mostly 57.5 µM), inactives show at the top dose activation, usual class: activators; hit rate 0.19% among 320,000; further: potency means the concentration at half of the fitted maximal effect; % of control where 0% means no effect; nearly all actives have a fitted effect of over 45% in size
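hTERT-immortalized A-T patient fibroblasts ([…]), 500 cells/well in OPTI-MEM, 1% FBS, got compounds for 60 min, then NCS for 30 min at 37C. Lysates were then assayed for phospho-KAP-1 by AlphaLISA (anti-pKAP1 donor, anti-KAP1 acceptor beads), 6 hr at 25C.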
ELG1 repair inh: blocks ELG1-dependent DNA repair in HEK293T cells; HEK293T ELG1-luciferase reporter, luminescence, 16 h; DNA damage induced by 5-fluorouridine; Potency, µM (top dose mostly 46.1 µM), for the others: at the highest dose activity change, negative = inhibition, usual class: inhibitors; hit rate 2.3% among 330,000; further: potency means the concentration at half of the fitted maximal effect; on the % scale 0 is the no-effect control and ±100 the full control effect; nearly all actives have a fitted effect of over 55% in size
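In this reporter screen, reduction of luminescence relative to DMSO vehicle indicated activity. Compounds and 5-fluorouridine were added together to 2,000 cells per well, incubated for 16 hr at 37 °C, then developed with ONE-Glo.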
Mito fusion yeast: mitochondrial division inhibition or fusion activation | S. cerevisiae fusion-defective mutant growth rescue, CellTiterGlo 48 h | Potency, µM (series often up to 46.1 µM), inactives show top-dose growth rescue (activation), usual class: activators | hit rate 0.23% among 320,000 | AID 485298;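 further: potency means the concentration at half of the fitted maximal effect; % of control where 0% means no effect; nearly all actives have a fitted effect of over 45% in size; temperature-sensitive fusion mutants such as fzo1-1 at 37 °C on non-fermentable ethanol glycerol medium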
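Read-out: ATP-based luminescence (CellTiterGlo, 10 min ambient) reporting growth of fusion-defective ts yeast after 48 hours at 37C on glycerol/ethanol YPEG medium in the presence of compound.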
TRPV1 ag: human TRPV1 agonism | Q8NER1 | hit rate 0.19% among 320,000 | TRPV1-expressing cells, Fluo-8 calcium influx, agonist mode | activation, % at 8.33 µM; in the data active means activation above about 80%; inconclusive means between about 30% and that limit; further: 0% is about no effect
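TRPV1-expressing cells were cultured overnight at 35.5C and loaded with Fluo-8 calcium dye for 40 to 90 min at room temperature. After a 10 s baseline, compound was added and calcium influx was read kinetically for 3 min (ex 480/em 520 nm).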
Eya2 inh: blocks the phosphatase activity of human Eya2. O00167. recombinant Eya2, OMFP fluorescence dephosphorylation (OMFP is methylfluorescein phosphate). Potency, µM (highest dose often 76.9 µM), without a hit: at the highest dose activity, negative = inhibition, most hits filed as inhibitors. hit rate 0.006% among 330,000. AID 488837; further: potency means the concentration at half of the fitted maximal effect; on the % scale 0 is the no-effect control and ±100 the full control effect
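Eya2 (0.2 uM) preincubated 10 min at ambient with compound, then OMFP substrate added at 50 uM; 10 min reaction in 50 mM HEPES pH 7.5, 50 mM NaCl, 5 uM MgCl2, 0.05% BSA, 1 mM DTT. Fluorescence read at Ex 485/Em 525 nm.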
KCNH2 3.1 inh: KCNH2 3.1 (human) potassium channel inhibition; U2OS KCNH2 3.1, thallium flux FluxOr; active compounds read low; activity change, % (tested at about 1.8 µM); hit rate 0.95% among 340,000; AID 720553;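 active means maximum activity change below -70%; inconclusive means maximum activity change from -70% to -50%; inactive means maximum activity change above -50%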;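 further: thallium influx rate constant from kinetic fluorescence after stimulation buffer; on the % scale 0 is the no-effect control and ±100 the full control effect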
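Steps: virus added to U2OS suspension (4 h, RT, dark); medium with 10% FBS added, cells plated, 37 C overnight; FluxOr/Red40 loading buffer 45 min RT; stimulation buffer, 2 min kinetic read; rate constant normalized.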
TSHR antagonist: antagonists of human thyroid stimulating hormone receptor; P16473; TSHR-expressing cells, TSH-stimulated cAMP HTRF, 2 h; active compounds read low; activity change, negative = inhibition, % at 11.5 µM; hit rate 0.2% among 330,000;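 active means activity change below a set negative limit, meaning inhibition stronger than a set level, cut at about -70% in these data; inconclusive means activity change between two set negative limits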; further: on the % scale 0 is the no-effect control and ±100 the full control effect
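Antagonism was scored as loss of TSH-driven cAMP in TSHR cells, stimulated with 4nM TSH (EC80) for 2 hours at 37 deg C and detected by homogeneous HTRF competition immunoassay.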
KCNH2 WT inh: KCNH2 (human, wildtype) channel inhibition. hit rate 0.37% among 340,000. U2OS, BacMam KCNH2, thallium flux FluxOr; active compounds read low. AID 720551. Q12809. activity change, % at 1.84 µM;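 active means maximum activity change below -70%; inconclusive means maximum activity change between -70% and -50%; inactive means maximum activity change above -50%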; further: on the % scale 0 is the no-effect control and ±100 the full control effect
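U2OS cells transduced with wild-type KCNH2 virus are loaded with FluxOr dye for 45 min, and thallium flux is measured in kinetic reads before and after stimulation buffer. Rate constants are normalized to DMSO controls.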
TCR activator: activates T cell receptor signaling. primary human leukocytes, anti-CD3, IL-2 HTRF, 48 h. Potency, µM (highest dose often 9.22 µM), inactives show top-dose activation of IL-2 secretion, hits mostly activators. 330,000 tested, under 10 active; further: % of control where 0% means no effect
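Primary human leukocytes receive a-CD3 beads and test compound and are incubated 48 hr. Secreted IL-2 is then assayed by HTRF, measuring 665nm acceptor emission after 320nm excitation of the europium donor.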
Active calls of the source: *; u = inconclusive; x = no result given; [ ] = dose if it differs, or a comment. Unless noted, the call rests on the fitted dose curve; in most records, active means well fitted curve in the direction sought with a large enough effect; inconclusive means small, poorly fitted or top-dose-only effect, or another doubt; inactive means no such curve, though single readings can be large; an effect the other way counts as inactive or inconclusive. These rows are one share of the data. The share of hits here may be higher or lower than overall.

item	SMILES	TSHR antagonist	KCNH2 WT inh	ELG1 repair inh	Eya2 inh	KCNH2 3.1 inh	A-T KAP1 phos	Mito fusion yeast	TCR activator	USP2a inh	TRPV1 ag
1	CC(=O)NNC(=O)c1ccncc1	14	-20	0%	-23%	5	3%	-1%	-4%[46.1 µM]	-2%	-4
2	CN(C)C(=O)CCCCCCCCC(=O)N(C)C	8	2	9%	-3%	6	-8%	0%	2%	8%	3
3	C=CCn1c(SCC(=O)N(C)C)nc2cc(C(=O)O)ccc2c1=O	-5	-9	5%	-9%	7	2%	-2%	-1%	3%	3
4	CCOC(=O)CSCC(=O)Nc1ccc(S(=O)(=O)N2CCCCC2)cc1	4	-2	-12%	-6%	20	x	3%	-3%	-1%	13
5	CCOc1ccccc1N(CC(=O)Nc1ccc(OC)cc1OC)S(=O)(=O)c1ccccc1	35	11	16µM*	6%	-6	-6%	-2%	0%	-2%	16
6	Cc1c(C(=O)NCCSCc2ccc(F)cc2)cnn1-c1ccc(Cl)cc1	-2	16	-23%	-6%	-17	0%	-7%	-1%	0%	0
7	Cc1ccc(C)c2c1cc(C)c1nnc(SCC(=O)Nc3cccc(C(=O)O)c3)n12	0	-3	u	-26%	-12	-9%	-5%	5%	-5%	-1
8	Cc1ccc(Cn2ccc(NC(=O)c3cc(C)on3)n2)cc1	4	2	u	0%	36	2%	-2%	-1%	2%	3
9	CCOc1ccc(C(=O)NCC(c2cccs2)N(C)C)cc1 (configuration not stated)	7	36	1%	9%	x	15%	5%	-26%	0%	1
10	COc1ccc2c(c1)c(C(=O)N/N=C/c1ccc(Cl)cc1)c(C)n2C	-3	6	u	17%	-48	-9%	-4%	-6%	-4%	-3
11	CCOc1ccc(N=NC2C(=O)N(C(N)=S)N=C2C)cc1 (configuration not stated)	-6	3	u	-5%	-19	-8%	-17%	x	-1%	-2
12	CCCCOCCCNS(=O)(=O)Cc1ccccc1	10	-8	0%	-15%	8	0%	-4%	x	0%	-1
13	O=C(CCN1CCN(c2ccccc2)CC1)c1ccc(Br)cc1	3	3	8%	4%	-22	-16%	-5%	5%	3%	19
14	COc1cc(C(=O)NCC2CCCO2)ccc1OCc1ccccc1 (configuration not stated)	19	-13	u	14%	x	17%	3%	-2%	0%	u
15	COCCNC(=O)C(c1ccccc1)N(CCOC)C(=O)Cn1nnc2ccccc21 (configuration not stated)	1	-3	-3%	17%	7	6%	0%	-10%	3%	-1
16	CC(Oc1ccc2ccc(=O)oc2c1)C(=O)NC1CC(C)(C)NC(C)(C)C1 (configuration not stated)	3	-13	u	-2%	4	6%	-4%	-6%	1%	-2
17	O=C(COC(=O)C1(c2ccccc2)CCCC1)N1CCNC1=O	-7	-31	18%	-2%	-17	-6%	4%	5%	0%	23
18	COc1ccc(-c2cc(C(=O)N(C)CCc3ccc(OC)c(OC)c3)c3ccccc3n2)cc1	15	-9	13%	-7%	7	2%	-4%	-1%	4%	0
19	O=C(N/N=C/c1cccc(Br)c1)c1ccc(N2CCCC2=O)cc1	1	14	u	0%	-10	0%	9%	12%	5%	14
20	CCCCn1c(N)c(N(CCC(C)C)C(=O)c2oc3ccc(OCC)cc3c2C)c(=O)[nH]c1=O	-6	-10	-6%	-16%	4	7%	1%	-5%	2%	2
21	O=C(NC(=S)Nc1ccccn1)c1ccc(-c2ccccc2)cc1	-16	5	u	-7%	-18	4%	-10%	-3%	1%	0
22	CCCn1c(C2CCCN2c2nc(-c3cccc(Br)c3)cs2)nc2ccccc21 (configuration not stated)	-24	15	-18%	6%	-27	10%	2%	-6%	-1%	4
23	CCN(CC)S(=O)(=O)c1cccc(C(=O)N2CC(O)CC2C(=O)OC)c1 (configuration not stated)	0	2	-2%	1%	3	-16%	-1%	5%	-1%	0
24	CC(C)C1N=C2c3ccccc3N=C(SCC(=O)c3ccc(O)c(O)c3)N2C1=O (configuration not stated)	-2	7	-6%	-4%	9	-5%	0%	4%	-5%	0
25	O=C(NCCc1ccccc1F)C1CCC(=O)N(Cc2ccc(Cl)cc2)C1 (configuration not stated)	11	8	14%	2%	-6	-3%	8%	8%	1%	26

Continued (two carried over from the part before).
item	SMILES	TSHR antagonist	KCNH2 WT inh	ELG1 repair inh	Eya2 inh	KCNH2 3.1 inh	A-T KAP1 phos	Mito fusion yeast	TCR activator	USP2a inh	TRPV1 ag
24	CC(C)C1N=C2c3ccccc3N=C(SCC(=O)c3ccc(O)c(O)c3)N2C1=O (configuration not stated)	-2	7	-6%	-4%	9	-5%	0%	4%	-5%	0
25	O=C(NCCc1ccccc1F)C1CCC(=O)N(Cc2ccc(Cl)cc2)C1 (configuration not stated)	11	8	14%	2%	-6	-3%	8%	8%	1%	26
26	COc1ccc(/C=C(\NC(=O)c2ccc(Cl)cc2)C(=O)NCCCn2ccnc2)cc1OC	-1	2	17%	-10%	1	-4%	-3%	15%	-3%	-3
27	Cn1c(-c2ccc(F)cc2)cnc1SCC(=O)NNC(=O)Cc1ccccc1	5	-4	-19%	-3%	16	3%	-2%	6%	3%	2
28	CC(=O)OC(C)(C)C#CCN1CCCC1	10	-20	8%	27%	-11	-2%	-1%	1%	3%	-5
29	c1ccc(OCCSc2nc3ccccc3o2)cc1	11	7	u	17%	-5	10%	6%	-7%	1%	3
30	COc1ccccc1C(=O)NCC(=O)NC1CCCc2ccccc21 (configuration not stated)	17	1	-9%	-4%	1	2%	3%	x	-4%	-6
31	CC12CN3CCN(CC(C3)/C1=N\NC(=O)Nc1cccc(Cl)c1)C2	13	12	u	-14%	21	5%	0%	-7%	1%	4
32	c1csc(C2CCCN2c2nc3nonc3nc2NC2CC2)n1 (configuration not stated)	7	-2	6%	-6%	2	-1%	19%	3%	-1%	15
33	C#CCOc1ccc(C2C3=C(COC3=O)Nc3cc4c(cc32)OCO4)cc1OC (configuration not stated)	4	2	-10%	7%	-4	-8%	2%	-1%	8%	0
34	COc1ccc(O)c(CNc2ccccc2F)c1	2	-4	20%	6%	-6	-1%	7%	-6%	14%	0
35	CCCn1c(SCC(=O)Nc2ccccc2OC)nnc1-c1ccco1	3	-4	-20%	-5%	4	3%	12%	-5%	2%	1
36	c1ccc(-c2ccc3nnnn3n2)cc1	-7	1	8%	8%	-1	-1%	-2%	-6%	-1%	0
37	O=C1CC(SCc2nc3ccccc3[nH]2)C(=O)N1c1ccc(F)cc1 (configuration not stated)	4	-7	0%	12%	13	-8%	-9%	-3%	-1%	9
38	Fc1ccc(-c2cnc3n2CCCCC3)cc1	-1	1	u	6%	-1	5%	-4%	9%	4%	7
39	CCN(CC)CCOC(=O)c1ccc(NC(=O)CCNC(=O)Cn2ccc3ccccc3c2=O)cc1	-1	13	-4%	-2%	-7	-2%	-6%	0%	-1%	-3
40	COc1ccc(C)cc1NC(=O)CSc1nnc(-c2ccco2)n1N	10	1	-19%	-8%	1	7%	-3%	9%	-1%	-5
41	COc1ccccc1CNC(=O)CN1C(=O)NC(Cc2ccccc2)(c2ccccc2)C1=O (configuration not stated)	109	-5	-7%	-3%	-6	0%	x	2%[46.1 µM]	1%	x
42	O=c1c2c(c(-c3ccccc3)nn1Cc1ccccc1)CCCC2	-1	-4	-9%	0%	-16	1%	u	-2%	2%	u
43	COc1ccc(N2CCN(C(=O)CSc3nc4c(c(=O)n(C)c(=O)n4C)n3C(C)C)CC2)cc1	-6	-3	21µM*	-3%	-14	7%	0%	7%	-1%	-1
44	CC(C)c1ccc2c(c1)C(=O)NC(C)(C)C2	-6	4	u	10%	0	25%	4%	-3%	1%	x
45	C[n+]1cnn2c1SCC1(COC1)C2	4	8	4%	-2%	10	-3%	0%	2%	1%	-2
46	O=C(O)CSCc1c(F)cccc1Cl	-10	-10	1%	13%	-6	-4%	2%	-4%[46.1 µM]	0%	-1
47	O=C(O)CC(C(=O)OCC1CCCO1)N1CCOCC1 (configuration not stated)	16	-21	-2%	15%	7	-6%	4%	-32%	1%	1
48	OC(CN1CCN(c2ccccc2Cl)CC1)c1ccccc1 (configuration not stated)	0	10	-24%	-16%	5	-3%	-18%	-5%	-1%	0
49	COC(=O)c1ncn(C2OC(COC(C)=O)C(OC(C)=O)C2OC(C)=O)n1 (configuration not stated)	4	-12	0%	10%	10	10%	-4%	2%[46.1 µM]	2%	0
50	Cc1c(C(=O)NCc2ccccc2)c(-c2ccccc2)nn1-c1ccccc1	-2	-4	u	0%	-4	3%	6%	x	0%	15
51	O=C(c1nc(-c2ccccc2)n(-c2ccccc2)n1)N1CCN(S(=O)(=O)c2ccccc2)CC1	-9	10	18µM*	-5%	9	14%	0%	-1%	1%	u
52	COc1cccc2cc(C(=O)C3=C(O)C(=O)N(CCN4CCOCC4)C3c3cccc(Cl)c3)oc12 (configuration not stated)	3	25	-5%	4%	6	7%	-1%	2%	5%	7

Screening results from PubChem BioAssay.
